Screening data as filed in PubChem BioAssay.
GRK2 aptamer HTS: blocks RNA aptamer binding to human GRK2; P25098; bead flow cytometry, FAM-aptamer displacement from GRK2; inhibition of aptamer binding, % at 10 µM; actives 0.59% (n = 330,000); AID 488847;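 active = inhibition of aptamer binding above 40%, roughly 3 SD of noise, on plates passing a quality check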;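 also: median bead fluorescence of bound FAM aptamer so fluorescent compounds give negative values; no value below 0 was filed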
Target sequence (P25098 whole entry, looked up): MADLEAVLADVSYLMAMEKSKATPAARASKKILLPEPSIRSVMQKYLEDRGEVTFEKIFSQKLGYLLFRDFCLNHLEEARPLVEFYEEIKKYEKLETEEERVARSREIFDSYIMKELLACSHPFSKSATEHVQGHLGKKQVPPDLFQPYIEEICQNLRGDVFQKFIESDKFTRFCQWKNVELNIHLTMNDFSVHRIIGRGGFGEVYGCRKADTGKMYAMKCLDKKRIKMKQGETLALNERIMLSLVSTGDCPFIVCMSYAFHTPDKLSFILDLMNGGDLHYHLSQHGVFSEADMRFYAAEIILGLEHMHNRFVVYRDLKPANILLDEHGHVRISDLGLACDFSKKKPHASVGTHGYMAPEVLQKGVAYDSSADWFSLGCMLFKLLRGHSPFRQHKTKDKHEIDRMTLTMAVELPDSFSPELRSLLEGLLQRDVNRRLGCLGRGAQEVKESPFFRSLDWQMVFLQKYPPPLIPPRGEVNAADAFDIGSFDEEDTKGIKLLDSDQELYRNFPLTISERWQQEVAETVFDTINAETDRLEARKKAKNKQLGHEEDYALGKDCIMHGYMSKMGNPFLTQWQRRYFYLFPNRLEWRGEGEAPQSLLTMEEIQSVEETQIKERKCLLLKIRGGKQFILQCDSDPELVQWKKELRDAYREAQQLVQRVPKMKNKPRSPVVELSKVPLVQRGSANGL
PP1 inh: counter-screen for PP5 inhibitors: inhibitors of human PP1-alpha | P62136 | inhibition, % at 6.7 µM | purified PP1alpha, OMFP fluorescence | actives 0.9% (n = 320,000);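 active = inhibition above the mean inhibition of all tested compounds plus 3 SD, computed separately for each screening campaign, cut at about 15% in these data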
core dimer inh: HCV core protein dimerization inhibition. TR-FRET GST/Flag-core106 dimerization, 1536-well. inhibition, % at 5 µM. AID 1899. actives 0.33% (n = 300,000);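 active = inhibition above the mean of all tested compounds plus 3 SD, set per screening campaign, cut at about 45% in these data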
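Assay system: Tagged HCV core106 pair (GST and Flag) | Buffer or medium: KF-containing HEPES buffer, pH 7.45, DTT, CHAPS, BSA | Also added: Eu donor and XL665 acceptor anti-tag antibodies | Dosing: One concentration, 5 µM, in 0.5% DMSO | Timing: 4 h at 22.5 °C | Technique: TR-FRET 671 and 617 nm emission | Repeats: Singlicate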
JMJD2C inh: human JMJD2C demethylase inhibition. AID 2099. inhibition, % at 2.35 µM. GST-JMJD2C(1-420) H3K9me3 demethylation, DELFIA europium. actives 0.069% (n = 330,000). Q9H3R0;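 active = more than half of a compound's replicate wells show inhibition beyond 50%, single wells judged on their own value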;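 also: signal counts dimethyl H3K9 product captured on neutravidin plate; 0% = median of DMSO wells and 100% = 0.3 times that DMSO median; strong numbers were not always called active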
proCasp7 act: counter-screen for procaspase-3 activators: activators of human procaspase-7 | actives 0.093% (n = 330,000) | recombinant procaspase-7, Ac-DEVD-pNA absorbance 405 nm; D23A/D198A/D206A triple mutant, cannot self-cleave; scale: DMSO 0, 5 µM enzyme 100 | activation, % at 8.5 µM | P55210;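 active = percent activation above the screen-wide mean plus 3 SD, cut at about 25% in these data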
Target sequence (P55210 whole entry D23A/D198A/D206A): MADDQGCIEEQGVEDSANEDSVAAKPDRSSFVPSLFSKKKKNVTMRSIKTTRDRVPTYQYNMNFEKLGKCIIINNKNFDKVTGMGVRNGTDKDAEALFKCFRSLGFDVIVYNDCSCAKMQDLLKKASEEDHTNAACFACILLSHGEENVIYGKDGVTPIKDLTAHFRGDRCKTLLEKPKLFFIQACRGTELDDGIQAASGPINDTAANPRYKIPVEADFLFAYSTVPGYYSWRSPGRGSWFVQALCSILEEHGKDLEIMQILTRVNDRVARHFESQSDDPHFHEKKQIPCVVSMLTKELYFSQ
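Detection: p-Nitroaniline absorbance at 405 nm, read at 0 and 120 min; system: Uncleavable procaspase-7 mutant enzyme; evaluation: % activation from two-timepoint absorbance difference, scaled to controls; times: 1 h enzyme–compound preincubation and 2 h substrate reaction, both 25 °C; buffer or medium: Zinc-free HEPES pH 7.4 with 300 mM NaCl, 0.01% Triton X-100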
procasp3 activ: activates human procaspase-3; AID 463141; activation, % at 8.5 µM; actives 0.11% (n = 330,000); recombinant procaspase-3 D3A, Ac-DEVD-pNA absorbance 405 nm;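 active = activation above the mean of all tested compounds plus 3 SD, cut at about 21% in these data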;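 also: 0% = DMSO alone and 100% = DMSO wells spiked with extra 5 µM PC-3 D3A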
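Assay system: Autoprocessing-dead procaspase-3 D3A mutant enzyme; also added: Ac-DEVD-pNA; doses: one concentration, 8.5 µM nominal, 0.8% DMSO; times: 1 h compound preincubation, 2 h substrate hydrolysis at 25 °C; technique: 405 nm absorbance of p-nitroaniline, reads at 0 and 120 min; measure: % activation between DMSO and enzyme-spiked controls; repeats: single replicate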
Fh CTSL1 inh: blocks F. hepatica cathepsin L1 in PFM18AAP counter-screen; inhibition, % at 5.96 µM; actives 0.49% (n = 300,000); recombinant F. hepatica cathepsin L1, Z-Leu-Arg-MCA fluorescence;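 active = inhibition above the mean of all tested compounds plus 3 SD, set per screening campaign, cut at about 17% in these data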;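 also: 0% = plate median of test compound wells and 100% = 1 µM Z-Phe-Ala-diazomethylketone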
VLA-4 inh: inhibition in a human VLA-4 binding assay; P13612; VLA-4 expressing cells, ligand binding flow cytometry; inhibition, % (about 7 µM as worked out from the volumes in the protocol); actives 0.2% (n = 330,000); AID 2557; in the data active = inhibition above about 50%
PP5 inh: inhibitors of human protein phosphatase 5 (PP5); P53041; purified PP5c, OMFP substrate fluorescence; inhibition, % at 6.7 µM; actives 0.18% (n = 320,000); AID 1987;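 active = inhibition above the campaign's mean inhibition across all tested compounds plus 3 SD, cut at about 9.5% in these data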;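 also: 0% = DMSO only and 100% = 100 µM cantharidin control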
The depositor's hits bear a star; i = inactive; . = no result given.

SMILES	GRK2 aptamer HTS	PP1 inh	core dimer inh	JMJD2C inh	proCasp7 act	procasp3 activ	Fh CTSL1 inh	VLA-4 inh	PP5 inh
CC1=C(C(=O)OCC(C)C)C(c2cccs2)NC(=S)N1 (stereo not drawn)	8	2	-10	-10	-11	-1	3	-16	4.2
CCn1nc(C)c(CNC(=O)C2CCC(=O)N(CCc3ccc(OC)cc3)C2)c1C (stereo not drawn)	0	-4	-2	-1	10	-2	0	-2	0.5
O=C(COC(=O)c1ccccc1Nc1ccccc1)NCc1ccccc1	1	2	-4	-2	4	-5	0	2	-1.3
COc1ccccc1CNC(=O)CS(=O)(=O)c1ccc(C)cc1	2	-3	-4	1	6	-11	2	3	-2.7
COCCCNC(=O)C1CCCN(S(=O)(=O)c2ccc(C)cc2)C1 (stereo not drawn)	3	-3	-4	0	5	-2	0	-10	-1.2
CN(C)S(=O)(=O)c1cccc(NC(=O)COC(=O)c2cc(=O)[nH]c(=O)[nH]2)c1	0	-5	-4	-1	4	13	0	6	1.8
O=C(CNCCc1ccccc1)N1CCc2ccccc2C1	0	2	-2	7	-11	-1	1	10	-0.7
CCC(=O)N1CCN(c2ccc(NC(=S)NC(=O)c3cccc([N+](=O)[O-])c3)cc2)CC1	0	-1	2	-6	-6	-18	1	-2	-1.5
COc1ccccc1N1CCN(c2nc3ccccn3c(=O)c2C=O)CC1	1	0	2	-1	1	-1	-10	-8	1.0
C[C@@H](C(=O)Nc1ccc2ccccc2c1)[C@H]1C[C@]1(C)[C@H](NC(=O)c1cccnc1)c1ccccc1	0	-4	-12	-23	-2	-2	2	-5	4.6

The last 5 compounds of the part before come first, to join the parts:
SMILES	GRK2 aptamer HTS	PP1 inh	core dimer inh	JMJD2C inh	proCasp7 act	procasp3 activ	Fh CTSL1 inh	VLA-4 inh	PP5 inh
CN(C)S(=O)(=O)c1cccc(NC(=O)COC(=O)c2cc(=O)[nH]c(=O)[nH]2)c1	0	-5	-4	-1	4	13	0	6	1.8
O=C(CNCCc1ccccc1)N1CCc2ccccc2C1	0	2	-2	7	-11	-1	1	10	-0.7
CCC(=O)N1CCN(c2ccc(NC(=S)NC(=O)c3cccc([N+](=O)[O-])c3)cc2)CC1	0	-1	2	-6	-6	-18	1	-2	-1.5
COc1ccccc1N1CCN(c2nc3ccccn3c(=O)c2C=O)CC1	1	0	2	-1	1	-1	-10	-8	1.0
C[C@@H](C(=O)Nc1ccc2ccccc2c1)[C@H]1C[C@]1(C)[C@H](NC(=O)c1cccnc1)c1ccccc1	0	-4	-12	-23	-2	-2	2	-5	4.6
CCCCOC(=O)CCCc1ccc([N+](=O)[O-])cc1[N+](=O)[O-]	4	0	-5	-4	-7	1	-2	35	2.6
COc1ccc(C(C(=O)NC2CCCC2)N(C(=O)c2ccco2)c2ccccc2C(C)=O)cc1OC (stereo not drawn)	0	2	1	-7	-1	-4	-5	12	-0.1
COc1ccc(-n2c(C)cc(/C=N/Nc3nc(N4CCOCC4)nc(N4CCOCC4)n3)c2C)cc1	3	-2	5	-6	13	2	4	-7	2.8
Cc1cc(NC(=O)CSc2nc(C3CCCCC3)nc3ccccc23)no1	0	0	25	-4	-1	2	4	15	5.6
CC(C)C(NS(=O)(=O)c1cccs1)C(=O)NCc1ccccc1 (stereo not drawn)	4	0	-3	0	1	1	-2	3	1.9
O=C(NC(=S)NCc1ccccc1)c1ccccc1	0	7	2	-9	-12	-8	4	-9	0.5
O=C(CC(c1ccccc1)c1ccccc1O)N1CCCC1 (stereo not drawn)	1	1	2	6	0	-1	1	23	2.6
Cc1ccc(CC(CC(=O)O)C(=O)Nc2ccc(Cl)cc2)cc1 (stereo not drawn)	0	3	1	0	8	6	-2	5	0.9
Cc1cc(C)cc(C(=O)NC(CC(N)=O)c2ccc(NCCN3CCCC3)c([N+](=O)[O-])c2)c1 (stereo not drawn)	0	1	-10	-14	-5	4	-2	5	-5.3
CCOc1ccccc1NC(=O)c1sc2nc(C)nc(N3CCOCC3)c2c1C	0	7	-2	-24	6	4	-5	2	3.1
CC(=O)Nc1ccc(S(=O)(=O)Nc2cccc(-n3cnnn3)c2)cc1	4	1	4	8	10	4	8	8	1.4
CC(=O)c1ccc(S(=O)(=O)NCCC(=O)OC(C)C(=O)Nc2ccc(F)cc2)cc1 (stereo not drawn)	2	-3	-1	8	4	-2	-20	-7	0.4
CN1CCN(c2ccc(NC(=O)c3ccc4c(c3)OCCO4)cc2Cl)CC1	0	0	-1	-7	10	7	0	7	-0.7
NC(C(=O)O)C1CC(Cl)=NO1 (stereo not drawn)	2	-1	3	2	2	1	-5	4	-0.5
O=C(c1ccc(Cn2cc(Br)cn2)cc1)N1N=C(C(F)F)CC1(O)C(F)F (stereo not drawn)	1	-2	-2	4	5	0	1	6	4.7
Cn1nc(-c2ccccc2)c(CO)c1Oc1ccc(F)cc1	1	4	0	0	3	2	1	1	1.0
Fc1ccc(NCc2nnc3n2CCCCC3)cc1	0	-4	-2	-27	9	8	2	3	-2.8
CN(C)C(=O)N1CCN(S(=O)(=O)c2ccc3ccccc3c2)CC1	2	-3	-3	26	6	5	-2	-4	1.6
CN(Cc1cccs1)S(=O)(=O)c1ccc(Cl)cc1F	0	8	.	-1	2	5	.	2	1.5
CC(C)c1ccc(-c2nc3c([nH]2)c(=O)n(C)c(=O)n3C)cc1	4	1	-5	-10	14	4	1	10	0.0
Cc1ccccc1Cn1ccc(NC(=O)c2nc3ncccn3n2)n1	3	0	-2	3	-1	-3	1	5	-0.5
O=S1(=O)CCOC[C@H](CC2CCCCC2)N1Cc1ccccc1F	3	0	-10	-8	1	10	-1	-12	3.2
CCC(=O)N1c2ccc(S(=O)(=O)NCCc3ccc(C)cc3)cc2CC1C (stereo not drawn)	0	5	5	-9	4	3	2	-10	-1.0
Cc1nc2nc(SCc3ccccc3)nn2c(C)c1C	2	-1	.	7	6	2	.	19	0.2
CN(C)c1ccc(CN2CCCCCC2)cc1	0	0	-8	6	2	-5	-2	4	-1.1
CCn1c(SCC(=O)N/N=C/C=C\c2ccccc2[N+](=O)[O-])nnc1-c1ccccc1	3	0	0	9	-10	3	-1	-3	1.1
O=C(c1ccco1)[C@@H]1[C@@H]2C(=O)N(c3ccc(F)cc3)C(=O)[C@@H]2C2c3ccccc3C=CN21 (stereo partly drawn)	0	0	-1	-17	-23	-10	14	-16	2.7
CC(=O)Nc1ccc2ccccc2c1	2	0	1	-12	6	-3	-1	15	3.1
CCN(CC)S(=O)(=O)c1cc(NC(=O)Cc2ccsc2)ccc1C	0	-1	7	-7	-2	8	-13	4	2.1
COc1cc(/C=N/NC(=O)c2ccc(C)nc2)cc([N+](=O)[O-])c1O	2	1	-14	6	-5	-2	3	-6	1.6
CCOC(=O)C(=O)N1CCC(C(=O)OC)CC1	3	0	-6	-3	4	6	1	-2	1.3
O=C1/C(=C\c2ccsc2)N2CCC1CC2	0	-6	-8	-2	0	-2	3	2	-0.6
COc1ccc(CCN(C)Cc2nc(-c3cnccn3)no2)cc1OC	1	-3	-1	-8	5	-9	0	6	0.6
OCCNc1ncnc2c1ncn2Cc1ccccc1	0	-11	1	-10	-3	-5	10	-14	-0.4
CCOC(=O)C(C)Oc1c(C(=O)OC)sc2ncccc12 (stereo not drawn)	0	-1	-4	3	1	1	2	-3	1.1
CN1C[C@@H]2C[C@@H](c3cccn3-c3nccs3)N3CCC[C@@]23C1=O	0	-7	-2	5	2	-2	6	4	0.5
CCN(CC)S(=O)(=O)N1CCC(C(=O)NCc2ccc(C)cc2)CC1	0	-1	-1	5	2	8	-1	7	3.9
O=C(Nc1ccn(Cc2ccccc2F)n1)c1ccc(COc2ccc(Br)cc2)cc1	0	8	4	1	1	-11	3	7	3.0
COc1cc(/C=C2\C(C)=C(C#N)c3nc(N)c(C#N)c(C)c32)ccc1OCC(=O)O	1	30*	-11	9	1	-1	0	-2	3.0
COC(=O)C(C)Oc1ccc(-c2nccc(-c3ccc(F)cc3)n2)cc1 (stereo not drawn)	0	4	9	-8	2	3	4	8	-0.1
c1ccc2sc(NN=C3CCCC3)nc2c1	6	0	-4	5	4	-2	-2	-13	2.4
O=C(CCC(=O)N1CCOc2ccccc21)NCc1ccccn1	2	10	0	-4	-10	4	0	4	1.0
CC(=O)N1N=C(c2ccccc2)OC1c1ccc([N+](=O)[O-])s1 (stereo not drawn)	5	-3	-4	-13	-4	-1	14	3	-0.5
C[n+]1ccccc1N1CCN(c2ccccc2Cl)CC1	0	-6	2	0	2	-9	5	17	-0.9
CN1CCN(c2ccc(NC(=O)Cc3ccccc3)cc2)CC1	1	0	-6	i	6	0	1	7	1.3
COc1ccccc1[C@@]1(C)ON(c2ccccc2C(F)(F)F)C1=O	0	0	.	2	9	6	.	26	2.4
COc1ccccc1CN1CC(C(=O)NC2CCCCC2)CC1=O (stereo not drawn)	0	0	-2	.	5	0	1	-8	-1.0
O=C(NC1CCN(S(=O)(=O)c2ccc(Cl)cc2)CC1)c1cccnc1	1	7	0	-11	7	-1	3	-1	4.5
COCC1CCN(C(=O)c2cc(COc3ccc4ncccc4c3)on2)CC1	0	-8	2	-13	6	14	2	-1	-1.3
COC(=O)c1sc(N(C)C)c(C#N)c1-c1ccccc1	0	-3	-6	15	2	9	1	4	4.1
Continuation:
SMILES	GRK2 aptamer HTS	PP1 inh	core dimer inh	JMJD2C inh	proCasp7 act	procasp3 activ	Fh CTSL1 inh	VLA-4 inh	PP5 inh
O=C(c1cn(Cc2ccccc2)nc1-c1cccnc1)N1CCN(Cc2ccccc2)CC1	0	-1	.	7	13	1	.	24	-1.2
CCOC(=O)CCCNC(=O)CCNC(=O)c1ccc(OC)cc1	3	-4	1	3	0	2	1	19	3.0
Cc1cc(C)nc(SCC(=O)Nc2ncc3c(n2)CCCC3=O)n1	2	-3	0	-1	1	3	-1	16	1.4
CC(C(=O)N(C)C)N(C#N)c1nc(N(C)C)nc(N(C)C)n1 (stereo not drawn)	2	0	-3	-1	-5	2	2	11	-2.5
COc1ccc(C(=O)NNC(=S)NC(=O)c2ccccc2)cc1	2	-4	-14	-2	-21	-3	1	-2	2.0
COC(=O)[C@@]1(Cc2ccc(OC)cc2)[C@H]2c3cc(C(=O)N(C)C)n(Cc4ccc(OC(F)(F)F)cc4)c3C[C@H]2CN1C(=O)c1ccccc1	.	5	-1	3	-4	-4	2	.	3.4
CCN(CC)CCn1c(NC(=O)c2ccc(Cl)cc2)nc2ccccc21	0	4	-12	12	-3	6	3	18	0.2
Cc1cc(C)c(OCC(=O)N2CC=C(c3ccccc3)CC2)c(C)c1	5	-6	-2	10	-5	3	1	-6	-9.4
Cc1cc(C)c(NC(=O)c2cnn(C)c2)c(C)c1	0	-3	3	-2	-6	1	-2	20	0.3
COc1ccc(-c2cnn3c4c(c(C)nc23)CCN4C2CCCC2)cc1OC	0	-3	-13	4	14	-5	2	-7	-0.3
